FBW7 activator: FBW7 E3 ligase activators, primary screen, biochemical, AlphaScreen, human; F-box/WD repeat-containing protein 7 (Homo sapiens), Q969H0; AlphaScreen FBW7–phospho-cyclin E peptide binding, activator screen; normalized activity (activation), % at 26.1 µM; 0.13% of 650,000 active; AID 1259310, 2017; in the data active means normalized activity above about 1.9%;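 further: purified mutant Fbw7 with reduced substrate affinity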
Target sequence (Q969H0 whole entry, looked up): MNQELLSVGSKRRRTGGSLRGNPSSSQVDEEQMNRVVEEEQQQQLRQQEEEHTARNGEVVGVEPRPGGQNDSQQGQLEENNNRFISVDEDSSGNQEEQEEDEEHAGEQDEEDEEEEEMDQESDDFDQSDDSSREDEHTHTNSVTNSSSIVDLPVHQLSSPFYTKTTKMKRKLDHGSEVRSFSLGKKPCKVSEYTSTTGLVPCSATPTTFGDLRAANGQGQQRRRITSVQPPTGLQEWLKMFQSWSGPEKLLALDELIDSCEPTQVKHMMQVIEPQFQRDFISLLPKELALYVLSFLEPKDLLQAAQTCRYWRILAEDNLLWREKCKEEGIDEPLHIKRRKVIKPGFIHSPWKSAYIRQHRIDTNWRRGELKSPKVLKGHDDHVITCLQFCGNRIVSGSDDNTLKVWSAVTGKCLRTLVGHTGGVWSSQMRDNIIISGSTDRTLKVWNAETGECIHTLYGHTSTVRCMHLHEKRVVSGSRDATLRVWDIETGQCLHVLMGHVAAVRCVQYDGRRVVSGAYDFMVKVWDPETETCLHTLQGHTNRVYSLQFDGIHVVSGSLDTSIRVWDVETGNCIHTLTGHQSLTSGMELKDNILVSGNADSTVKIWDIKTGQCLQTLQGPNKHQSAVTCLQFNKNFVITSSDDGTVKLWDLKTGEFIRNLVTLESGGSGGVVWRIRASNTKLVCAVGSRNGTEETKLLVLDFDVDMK
TEAD-YAP block: TEAD-YAP interaction inhibition, primary screen, TEAD-YAP interaction inhibitor project, luminescence, HEK-TIYL cells. TEAD-Gal4/YAP UAS-luciferase luminescence. inhibition, % at 9.12 µM. 1.4% of 640,000 active; in the data active means inhibition above about 32%;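 further: 0% = median of test compound wells and 100% = reference inhibitor wells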
GPR151 activ: activators of human GPR151, primary screen, cell-based, PathHunter beta-arrestin, luminescence; G-protein coupled receptor 151 (Homo sapiens), Q8TDV0; PathHunter beta-arrestin GPR151 cells; activation, % at 11.2 µM; 1% of 650,000 active; AID 1508602, 2020; in the data active means activation above about 4.9%;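 further: 0% = median of compound wells and 100% = cells with positive control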
MITF primary: MITF inhibitors, primary screen, biochemical, AlphaScreen, human; Microphthalmia-associated transcription factor (Homo sapiens), O75030; AlphaScreen MITF homodimerization, bead proximity signal; inhibition, % at 2.6 µM; 0.91% of 650,000 active; AID 1259374, 2018; in the data active means inhibition above about 50%;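 further: 0% = vehicle wells with protein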
Active calls of the source: *; & = joins results of further samples.

canonical_smiles	FBW7 activator	TEAD-YAP block	GPR151 activ	MITF primary
CC(=O)Nc1cccc(NC(=O)C2CC(=O)N(c3ccc(C)cc3)C2)c1 (centres undefined)	0.2	0	-0.7	-1
O=C(O)c1cc([N+](=O)[O-])nn1Cc1ccccc1	0.2	4	-1.1	27
O=C(NCc1ccco1)c1ccc(S(=O)(=O)N2CCOCC2)cc1	-0.1	2	-0.6	12
Cc1ccc(N2NC(=O)/C(=C/c3cc([N+](=O)[O-])ccc3O)C2=O)cc1C	0.1	-3	-1.2	-29
COc1cc(/C=N/NC(=O)C(C)n2nnc3ccccc32)ccc1OCC(N)=O (centres undefined)	0.1	7	0.6	12
COc1cccc(OC)c1C(=O)Nc1ccc(I)cc1F	0.0	-5	0.1	2
COc1ccc(C(=O)NCC(=O)OCc2ccc(Cl)cc2Cl)cc1	0.0	2	2.8	-24
CCOC(=O)c1c(NC(=O)CSc2nnc(CNC(=O)c3cccc(OC)c3)n2-c2ccc(Br)cc2)sc2c1CCC2	0.0	5	-0.5	2
Cc1nc(SCc2ccccc2C)c2c(=O)n(C)c(=O)n(C)c2n1	0.2	5	-0.7	0
Cc1nn(Cc2c(Cl)cccc2Cl)c(C)c1/C=C/C(=O)O	0.1	2	-0.9	9
CCOc1ccc(/C(O)=C2/C(=O)C(=O)N(CCN(CC)CC)C2c2cccc(Oc3ccccc3)c2)c(C)c1 (centres undefined)	-0.1	-4	-1.2	-5
O=C(Nc1cccc(N2CCC(NCc3cc4cc(F)ccc4[nH]3)CC2)c1)c1cccnc1	0.5	13	-0.7	-5
CCCN=C(NS(=O)(=O)c1cccs1)c1ccccc1	-0.1	-10	-1.0	-14
CCCCCCNc1nc(Cl)nc(Nc2ccc(I)cc2C)n1	0.0	-2	0.5	-7
CCc1c(C(=O)Nc2nccs2)csc1C	0.0	-9	1.1	13
CN(C)S(=O)(=O)c1ccc(C(=O)Nc2nc3c(cc4c5c(cccc53)CC4)s2)cc1	1.2	2	0.0	12
CCOc1ccc(N(CC)C(=O)CCc2nc(-c3ccc(C)cc3)no2)cc1	0.0	12	-0.3	5
CC(NC(=O)c1ccco1)c1nnc2n1CCN(Cc1nccs1)CC2 (centres undefined)	0.1	5	0.8	-7
COc1ccc(S(=O)(=O)N2CCC(C(=O)NC(C)(C)C)CC2)cc1C	0.0	-11	0.0	-3
CCCCn1nnnc1SCC(=O)NNC(=O)C1CCCCC1	-0.1	-8	3.2	1
CN1CCCC(OC(=O)c2cc(Cl)ccc2Cl)C1 (centres undefined)	-0.1	-6	-0.2	-6
C#CCOc1ccc(/C=N/O)cc1Cl	0.1	-1	-0.9	8
O=c1[nH]c(CN2CCCC2)nc2scc(-c3cccs3)c12	-0.1	-2	-1.3	11
CC1CC(C)CN(C(=O)C(Cc2ccccc2)NS(=O)(=O)c2cccs2)C1 (centres undefined)	-0.1	1	1.7	2
COc1cc(Nc2cc(Nc3cccnc3)ncn2)cc(OC)c1OC	-0.2	-15	2.8	-2
O=C1OC(C(O)CO)C(O)=C1O (centres undefined)	0.1&0.0	5	0.0&1.8	13&-1
COc1ccc2nc(NC(=O)c3cc(Cl)sc3Cl)sc2c1	0.0	-25	-0.3	-6
O=C(Nc1ccccc1C(=O)N1CCCCC1)c1cccc(S(=O)(=O)N2CCCCCC2)c1	-0.2	-4	0.5	-9
Cc1ccn(CCC(=O)N2CCC3(CC2)CC3C(=O)Nc2ccc3sc(C)nc3c2)n1 (centres undefined)	-0.1	-2	-0.3	4
CCN(CC)CCNc1nc2c(c(=O)n(C)c(=O)n2C)n1Cc1ccccc1Cl	-0.1	-10	0.3	-2
CCOC(=O)C1=C(N)N(c2ccc(Cl)cc2)C2=C(C(=O)CC(C)(C)C2)C1c1cccnc1 (centres undefined)	0.1	8	1.4	5
CCc1ccc(OCCN2CCNCC2)cc1	-0.3	-4	-1.0	9
Cc1nc(CSc2cc(N3CCCCC3)ncn2)cs1	-0.1	-63	-1.6	-13
O=C(Nc1nnc(-c2ccccc2)o1)C1=COCCO1	0.0	-26	1.4	1
COc1ccc(CCNCc2cn(CCC#N)c3ccccc23)cc1	-0.1	12	-2.1	41
COc1ccc(C(=O)/C=C(\C)Nc2ccc3c(c2)OCO3)cc1	-0.2	-22	-1.1	-7
CCN(CC)S(=O)(=O)c1cccc(C(=O)N2CC(O)CC2C(=O)O)c1 (centres undefined)	-0.1	0	-0.4	-2
CCOC(=O)C1CCCN(CCC(=O)Nc2cccc(Cl)c2)C1 (centres undefined)	-0.1	6	0.5	-5
CCOc1ccc(NC(=O)C2CC(=O)NC(=Nc3ccc(C)cc3)S2)cc1 (centres undefined)	-0.1	-4	-0.5	-7
Cc1cc(N2C(=O)CN(Cc3sccc3C)C2=S)ccc1Cl	0.1	-1	0.0	13

Individual results from the entries so far.
O=C(Nc1nnc(-c2ccccc2)o1)C1=COCCO1 in GPR151 activ: 1.4
COc1ccc(C(=O)/C=C(\C)Nc2ccc3c(c2)OCO3)cc1 in MITF primary: -7

(continued)
canonical_smiles	FBW7 activator	TEAD-YAP block	GPR151 activ	MITF primary
Cc1c(Cl)cccc1N1C(N)=C(C#N)C(c2ccc(F)cc2)C2=C1CCCC2=O (centres undefined)	0.0	-14	2.0	13
Cc1c(C(=O)N/N=C/c2ccccc2Cl)nc2ccccn12	0.0	-9	-1.9	3
CN(CC1CCN(Cc2ccccc2)CC1)C(=O)CCC1(Cc2ccco2)CCC(=O)N1 (centres undefined)	0.1	3	0.5	4
CN(CC1COCCO1)C1CCN(c2ccc(C(=O)NCCN3CCOCC3)cc2)CC1 (centres undefined)	-0.1	1	-0.8	-9
O=C1NC(=O)N(c2ccccc2)C(=O)/C1=C\c1ccc(Cl)c(Cl)c1	0.1	-4	0.0	-4
CCOC(=O)CNC(=O)CNC(=O)C(Cc1ccc(OCc2ccccc2)cc1)NC(=O)OC(C)(C)C (centres undefined)	0.2	7	1.5	5
N#Cc1c(SCc2ccc(Cl)c(Cl)c2)nc2c(c1-c1cccs1)CCC2	-0.1	9	0.2	2
COc1ccc(C(=S)N2CCCC2)cc1C	-0.1	-6	-0.8	-20
CC(C)c1ccc(/C=N/NC(=O)c2ccc(CN3CCOCC3)cc2)cc1	0.5	1	-0.3	16
CCc1ccc(C(=O)CC2(O)C(=O)N(C)c3ccc(Br)cc32)cc1 (centres undefined)	0.0	-9	0.2	-3
N#CCOC(=O)C1CSC2(c3ccc(Br)cc3)CCC(=O)N12 (centres undefined)	0.2	12	-0.9	2
O=c1[nH]c2nc(-c3ccc(N4CCOCC4)cc3)cnc2n1-c1ccccc1	0.3	8	0.1	-2
CCOC(=O)Oc1cc([N+](=O)[O-])c(F)cc1Cl	0.2	2	4.9	9
CC1C(=O)NN=C1C(=O)N/N=C/c1cccc(O)c1 (centres undefined)	0.1	22	-4.0	2
Cc1ncoc1C(=O)Nc1ccc(C(N)=O)cc1	0.1	2	-0.5	10
COc1ccc(-c2c(C#N)c(N)nc3c2CCCC3)c(OC)c1	-0.1	-6	-0.1	-8
COc1cc(/C=C2\N=C(c3ccc(I)cc3)OC2=O)cc(OC)c1	0.1	0	0.2	12
COc1ccc(S(=O)(=O)NCCSCc2ccccc2C)cc1OC	0.2	-16	-0.5	-18
CC(C)NS(=O)(=O)c1ccc(OCC(=O)NC2CCCCCC2)c(Cl)c1	0.0	5	2.7	20
COc1cc(=O)n2c(c1C(=O)N1CCSCC1)CCN(Cc1cccs1)CC2	0.4	-1	-0.5	12
CCOC(=O)C1CCCCN1C1=NS(=O)(=O)c2ccccc21 (centres undefined)	0.5	5	0.0	21
Cc1nnc(NCc2ccccc2)[nH]c1=O	0.1	2	-0.1	10
Cc1ccc(Sc2ccc(S(=O)(=O)N3CCOCC3)cn2)cc1C	-0.1	-2	-0.8	8
COC(=O)[C@@H]1CCCN1C(=O)c1cc(COc2ccc(F)cc2Cl)on1	0.0	-64	-0.5	-4
COc1ccccc1N1CCN(S(=O)(=O)c2ccc(F)cc2)CC1	0.0	5	0.7	17
CCCCC(=O)Nc1ccc(C(=O)NNC(=O)COc2ccc([N+](=O)[O-])cc2)cc1	0.2	-14	1.1	1
CC1(C)OC2OC(C(=O)Nc3cccc4ccccc34)C3OC(C)(C)OC3C2O1 (centres undefined)	0.6	-9	1.2	16
COc1ccc(C(c2nnnn2Cc2cccs2)N2CCC(C(N)=O)CC2)c(OC)c1 (centres undefined)	0.0	-1	-0.5	11
CN1CCN(c2cc(-c3cccnc3)nc(-c3ccccn3)n2)CC1	0.6	4	2.9	13
COc1ccc(-c2nn(CCC(=O)O)cc2/C=C2\C(=O)N(c3ccccc3)N=C2C)cc1	0.0	3	-0.2	6
O=C(Nc1cc2cc([N+](=O)[O-])ccc2oc1=O)c1ccc(-c2ccccc2)cc1	0.2	3	1.4	14
COC(=O)c1sc(S(=O)(=O)Nc2ccc(Cl)c(Cl)c2)c(C(=O)OC)c1C	0.0	-2	0.0	7
COc1ccc(OC)c(C(=O)CSc2nnc(NC3CCCCC3)s2)c1	-0.3	-2	-0.5	-14
COCCOC(=O)N1CCC(C(=O)N(C)C(c2ccccc2C)c2ncccc2C)CC1 (centres undefined)	-0.3	17	-0.8	-19
C=CCNC(=O)c1c(NC(=O)c2ccc([N+](=O)[O-])cc2)sc2c1CCCC2	-0.1	6	2.7	-1
CCN1CCN(C2CC(=O)N(c3ccc(F)cc3)C2=O)CC1 (centres undefined)	0.2	-4	-1.7	17
COC(=O)C1=CN(C2CCCC2)C=C(C(=O)OC)C1c1ccc(C(C)C)cc1	0.3	-2	2.4	-3
CCCOc1ccc(C2C(C(=O)OCCOC)=C(C)NC3=C2C(=O)CC(c2ccccc2)C3)cc1OC (centres undefined)	0.3	-1	1.9	11
N#CC1=C(N)Oc2c(oc(CO)cc2=O)C1C1CCCCC1 (centres undefined)	0.0	3	0.3	11
Cc1ccc(C2CC(c3cccc(Br)c3)Nc3nnnn32)cc1 (centres undefined)	0.1	7	-0.3	16
Cc1ccc(C(=O)Nc2ccc(C3CC3(Cl)Cl)cc2)cc1 (centres undefined)	0.0	-86	-0.4	-13
C/C=C/C(=O)Nc1nnc(C2CCCCC2)s1	0.1	7	0.4	9
Cn1c(CNc2nc(-c3ccccc3)cs2)nnc1SCC(=O)c1ccccc1	-0.1	0	0.3	3
COc1ccc(S(=O)(=O)Nc2c(C)n(C)n(-c3ccccc3)c2=O)cc1C(=O)O	-0.1	-10	0.6	-7
CC1CCCC(C)N1C(=O)CSc1nnc(NC(=O)c2cccs2)s1 (centres undefined)	-0.1	-13	0.3	-1
COC(C(=O)Nc1ccc(Cl)c(Cl)c1)c1ccccc1 (centres undefined)	-0.1	6	2.1	-5
CCN(c1cccc(C)c1)S(=O)(=O)c1ccc(Sc2cccc(Cl)c2)c(C(=O)NC2CC2)c1	0.0	-10	-0.8	6
O=C(CCl)Nc1ccc(Cl)c2c1C(=O)c1ccccc1C2=O	0.5	17	0.1	13
CCC(=O)Nc1cc(CNC(=O)c2ccc(Cn3nc(C)cc3C)cc2)cc(C(=O)OC)c1	0.0	1	-0.2	4
Cc1nnc(SCc2ccccc2F)[nH]c1=O	0.5	3	-1.1	-8
CC1=C(C(=O)OCCOc2ccccc2)C(c2ccc(N(C)C)cc2)NC(=O)N1 (centres undefined)	-0.1	4	-0.1	4

Reprinted at random: 4 records from the list
canonical_smiles	FBW7 activator	TEAD-YAP block	GPR151 activ	MITF primary
Cc1nnc(SCc2ccccc2F)[nH]c1=O	0.5	3	-1.1	-8
CC1=C(C(=O)OCCOc2ccccc2)C(c2ccc(N(C)C)cc2)NC(=O)N1 (centres undefined)	-0.1	4	-0.1	4
C/C=C/C(=O)Nc1nnc(C2CCCCC2)s1	0.1	7	0.4	9
O=C(CCl)Nc1ccc(Cl)c2c1C(=O)c1ccccc1C2=O	0.5	17	0.1	13
